CRFR2-BP ag: agonists of human CRF-binding protein/CRF-R2 receptor complex; AID 588473; HEK293 CRF-R2/CRF-BP, calcium dye fluorescence (FLIPR); percent of saturating CRF peptide response; 350,000 compounds, 0.46% hits; activation, % at 13.2 µM;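 active = activation of at least 50%, plus an integration ratio under a set limit after plate pattern correction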;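 note: plate controls were neutral control wells without compound for no effect and CRF at EC100 for full effect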
CHRM4 antagonist: blocks acetylcholine activation of human M4 receptor | P08173 | CHO-hM4 cells, ACh EC80, Fluo-8 calcium fluorescence | inhibition, % at 3 µM | 360,000 compounds, 0.73% hits | AID 624125;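 active = inhibition above its plate's cutoff, the mean inhibition of sample wells plus 3 SD, cut at about 27% in these data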;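 note: 0% = acetylcholine EC80 with DMSO and 100% = DMSO without agonist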
Target sequence (P08173 whole entry, looked up): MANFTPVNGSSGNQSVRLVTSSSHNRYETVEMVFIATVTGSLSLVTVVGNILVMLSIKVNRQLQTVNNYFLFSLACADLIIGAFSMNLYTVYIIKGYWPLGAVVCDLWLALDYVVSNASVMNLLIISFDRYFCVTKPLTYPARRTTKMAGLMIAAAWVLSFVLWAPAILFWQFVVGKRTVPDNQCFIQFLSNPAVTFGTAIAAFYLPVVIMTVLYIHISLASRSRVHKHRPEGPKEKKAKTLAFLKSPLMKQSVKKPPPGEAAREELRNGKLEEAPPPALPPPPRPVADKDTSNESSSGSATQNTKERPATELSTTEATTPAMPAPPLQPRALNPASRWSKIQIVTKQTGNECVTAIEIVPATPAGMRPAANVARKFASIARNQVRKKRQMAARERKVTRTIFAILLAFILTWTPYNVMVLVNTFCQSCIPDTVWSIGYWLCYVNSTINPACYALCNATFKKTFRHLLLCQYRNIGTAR
M5 ag: agonists of human muscarinic M5 receptor (CHRM5). P08912. CHO-K1 hM5 cells, Fluo-8 calcium fluorescence; 0% DMSO wells, 100% maximal acetylcholine response. activation, % at 3 µM. 360,000 compounds, 0.19% hits. AID 624037;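 active = activation above the run's mean over test compounds plus 3 SD, cut at about 23% in these data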;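 note: signal is peak over basal fluorescence ratio across the kinetic read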
M1 PAM: positive allosteric modulators of human M1 muscarinic receptor; P11229; CHO-K1 hM1, Fluo-8 calcium fluorescence, ACh EC20; 0% = ACh EC20, 100% = maximal ACh; activation, % at 3 µM; 360,000 compounds, 0.088% hits; AID 588819; in the data active = activation above about 19%, passing the limit was not always enough
Target sequence (P11229 whole entry, looked up): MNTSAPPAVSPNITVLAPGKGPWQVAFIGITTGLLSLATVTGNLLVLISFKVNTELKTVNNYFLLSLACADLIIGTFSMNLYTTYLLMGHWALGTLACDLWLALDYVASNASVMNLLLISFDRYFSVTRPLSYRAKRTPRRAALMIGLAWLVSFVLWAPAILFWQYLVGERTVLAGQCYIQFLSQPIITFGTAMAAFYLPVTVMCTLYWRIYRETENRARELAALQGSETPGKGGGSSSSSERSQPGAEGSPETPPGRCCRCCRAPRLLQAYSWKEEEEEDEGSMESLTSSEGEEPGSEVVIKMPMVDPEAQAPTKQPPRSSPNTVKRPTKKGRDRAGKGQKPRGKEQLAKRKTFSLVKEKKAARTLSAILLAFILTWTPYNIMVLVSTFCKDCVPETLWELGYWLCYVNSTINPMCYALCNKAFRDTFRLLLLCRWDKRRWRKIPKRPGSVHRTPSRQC
M4 PAM: potentiates acetylcholine response at human M4 receptor | P08173 | CHO-K1 hM4/Gqi5, Fluo-8 calcium fluorescence, ACh EC20; 0% = ACh EC20, 100% = maximal ACh | activation, % at 3 µM | 360,000 compounds, 0.4% hits | AID 624126;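 active = activation above its plate's cutoff, the mean activation of sample wells plus 3 SD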; note: some results filed as inactive read as strong as hits
CHRM4 agonist: agonists of human muscarinic M4 receptor (CHRM4); P08173; CHO-K1 hM4/Gqi5, Fluo-8 calcium fluorescence; vehicle 0%, full acetylcholine response 100%; activation, % at 3 µM; 360,000 compounds, 0.14% hits; AID 624127;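 active = activation above the run mean over all test wells plus 3 SD, cut at about 32% in these data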;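 note: peak over basal fluorescence ratio per well then scaled between controls; 0% = DMSO wells and 100% = acetylcholine at EC100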
M5 antag: antagonists of human muscarinic M5 receptor (CHRM5); CHO-hM5 cells, Fluo-8 calcium fluorescence, ACh EC80; AID 624040; inhibition, % at 3 µM; 360,000 compounds, 0.59% hits;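 active = inhibition above a per-plate cutoff, the mean of that plate's test compounds plus 3 SD, cut at about 27% in these data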;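 note: 0% = acetylcholine EC80 with DMSO and 100% = DMSO without agonist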
M1 antag: blocks human M1 muscarinic receptor | AID 588852 | P11229 | inhibition, % at 3 µM | CHO-K1 hM1, Fluo-8 calcium fluorescence, ACh EC80 antagonist | 360,000 compounds, 1.3% hits;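 active = percent inhibition above its own plate's cutoff, namely the mean of that plate's compound wells plus 3 SD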;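 note: peak over basal fluorescence ratio during 140 s after agonist addition; 0% = ACh EC80 plus DMSO and 100% = DMSO alone without agonist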
CHRM5 PAM: positive allosteric modulators of human muscarinic M5 receptor; 360,000 compounds, 0.3% hits; activation, % at 3 µM; CHO-K1 hM5, Fluo-8 calcium, ACh EC20 PAM; 0% = ACh EC20, 100% = ACh EC100; P08912;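 active = activation above the run cutoff, the mean activation of all test compounds plus 3 SD, cut at about 18% in these data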
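Assay system: CHO-K1 hM5 cells. Also added: acetylcholine at EC20 concentration, added after compound. Dosing: 3 µM, single dose. Times: compound preincubation 140 s before EC20 acetylcholine addition. Signal: Fluo-8 calcium fluorescence. Measure: % activation relative to EC20 and EC100 ACh responses. Repeats: singlicate, one well per test compound.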
The depositor's hits bear a star; / = no result given.

Structure,CRFR2-BP ag,CHRM4 antagonist,M5 ag,M1 PAM,M4 PAM,CHRM4 agonist,M5 antag,M1 antag,CHRM5 PAM
CC(=O)Nc1cc(-c2cccc(NS(C)(=O)=O)c2)cn2c(-c3cccc(C(F)(F)F)c3)cnc12,/,15,0,1,-2,21,13,12,-7
Cc1nnc(SCC(=O)N2CCN(S(=O)(=O)c3ccccc3)CC2)n1Cc1ccccc1,-1.5,-2,-14,-13,-1,1,1,25,-9
O=C(C[n+]1ccccc1)c1ccc(NC(=O)c2ccccc2)cc1,1.4,-4,-4,2,7,1,-1,2,0
Cc1cc(C(=O)NNC(=S)NCc2ccco2)nn1C,-0.1,-21,-1,9,8,1,4,-6,8
COc1cccc(CC(=NO)c2cccc(OC)c2)c1,-3.9,-6,-7,1,3,1,7,-4,1
CC(=O)c1cccc(NC(=O)c2csc3c2CCCCC3)c1,-0.7,-9,-8,6,-11,3,-1,-8,-11
Fc1ccccc1CSc1nc2ccccc2[nH]1,1.5,-6,0,3,4,2,-3,-11,0
CCCOC(=O)NC(CC)COC(=O)Nc1cccc(C)c1C (stereo not drawn),-0.6,11,-3,4,2,-1,-3,-4,-1
C=CCn1c(SCc2ccccc2Cl)nnc1-c1sc2nc(C)cc(C)c2c1N,-3.0,7,5,6,0,0,1,0,1
CC(=O)NC(=S)Nc1ccc2oc(-c3cc(F)c(F)cc3Cl)nc2c1,1.9,4,0,4,13,2,4,-6,15
CCCCCCCCN1C(=O)[C@H](CC(=O)N2CCOCC2)C[C@@]2(C(=O)OCC)CCCC=C12,/,-5,-3,/,5,-3,-14,/,14
Cc1oc(-c2cc3c(cc2Cl)OCO3)nc1CN1CCCC1c1ccc(F)cc1 (stereo not drawn),0.2,7,-2,7,-8,-1,5,-6,1
COc1ccc(C)cc1S(=O)(=O)N1CCC(C(=O)NCCc2ccccc2)CC1,0.5,9,3,6,-2,2,6,-6,0
Cc1cc(NC(=O)CCC(=O)N(CC(=O)NC2CCCC2)c2ccc(Cl)cc2)no1,-0.6,12,-1,-7,-7,0,9,7,-1
COc1ccc(C)cc1S(=O)(=O)N1CCN(S(=O)(=O)c2cc(C)ccc2OC)CC1,-6.0,4,-1,2,-6,2,2,-1,-2
Clc1cccc(Cl)c1CSc1nnc2ccccn12,-1.4,-6,-3,5,15,0,-1,-11,2
CC(=O)Nc1ccc(OC(F)(F)C(F)C(F)(F)F)c(NC(C)=O)c1 (stereo not drawn),0.8,7,1,10,1,1,-1,-6,1
CN(C)S(=O)(=O)c1ccc(/C(O)=C2/C(=O)C(=O)N(CCCN3CCOCC3)C2c2ccncc2)cc1 (stereo not drawn),-3.0,2,4,13,-5,0,12,-9,1
CCCn1c(=O)c2[nH]cnc2n(-c2ccccc2C)c1=O,-1.3,7,1,-3,-9,0,-2,6,3
CCCCn1c(=O)c(CC(C)=O)nc2ccccc21,-2.1,1,-1,-1,-3,1,-6,5,9
Cn1c(NCc2ccc3occc3c2)nc2cc(-c3cccc(C(F)(F)F)c3)sc2c1=O,/,-14,0,9,7,0,-1,-12,1
O=C(CC1C(=O)NCCN1Cc1ccc(-c2ccccc2)cc1)NCc1ccncc1 (stereo not drawn),0.7,2,-1,2,-3,-2,-6,-9,4
C=CC[C@@H](CC(=O)N[C@@H](CO)Cc1ccccc1)C(=O)N[C@@H](COC(=O)[C@H](CC=C)CC(=O)OC(C)(C)C)Cc1c[nH]c2ccccc12,0.1,-1,-4,5,2,3,4,4,-2
CC1CC(C)(C)N(C(=O)NC2CCCCC2)c2ccccc21 (stereo not drawn),-3.4,2,-1,-5,3,0,9,11,-2
CCc1c(O)nc2ccccn2c1=O,-2.2,4,0,10,1,0,-5,-8,4
CN1CCN(c2sc(S(C)(=O)=O)nc2S(=O)(=O)c2ccc(Cl)cc2)CC1,1.1,3,-10,-5,-6,1,15,-2,-4
CC(=O)N1c2ccc(S(=O)(=O)N3CCCC3)cc2CC1C(=O)NCc1ccc(OC(C)C)cc1 (stereo not drawn),-0.4,-1,-4,8,2,4,-3,-13,2
O=c1ccc(-c2ccc(S(=O)(=O)NCc3cccc(Br)c3)s2)n[nH]1,-2.6,8,-3,5,-13,5,16,-1,-5
Nc1ccc(C(=O)OCc2nc3cc4ccccc4cc3[nH]2)cc1,-1.8,-1,-7,-1,-3,3,-7,2,-7
Cc1ccccc1-n1c(SCC(N)=O)nc2sc(-c3ccccc3)cc2c1=O,-0.8,3,0,10,0,1,-1,-9,1
CCN(C[C@H]1N[C@@](CC)(C(=O)OC)[C@H]2C(=O)N(Cc3ccccc3)C(=O)[C@@H]12)C(=O)Nc1ccc(Cl)cc1,-0.1,-19,-2,7,5,1,-6,-6,2
Cc1ccc(C(=O)NC(C)c2ccncc2)o1 (stereo not drawn),0.1,7,1,4,-5,0,11,-4,-2
O=C1NC2CCCCC2C(=O)N1OS(=O)(=O)c1ccccc1 (stereo not drawn),12,-6,1,8,1,1,15,-17,4
CN(C)S(=O)(=O)c1cccc(NC(=O)Cn2cc(C(F)(F)F)cc(Cl)c2=O)c1,-2.1,-11,-1,7,3,1,4,-6,7
Cc1ncc(CO)c(/C=N/NC(=S)Nc2ccc(F)cc2)c1O,4.2,-6,-1,-6,-1,1,5,6,-2
O=C(N/N=C/c1sc(N2CCOCC2)nc1-c1ccccc1)c1cccc(S(=O)(=O)N2CCOCC2)c1,13,-2,1,-5,-15,14,8,11,-15
O=C(NC1CC1)c1ccc(-n2cccc2)cc1,3.1,-2,2,2,2,1,3,8,9
CN(CC(=O)Nc1c(Cl)cccc1Cl)C(=O)CCC1CCCC1,-0.9,-6,-5,0,3,1,10,2,-4
O=C(/C=C/c1cn(CC(O)CN2CCCCCC2)c2ccccc12)c1cccs1 (stereo not drawn),65*,5,-2,-7,-7,11,2,7,-3
Cc1c(N(C)S(=O)(=O)c2ccc(Cl)c(C(=O)N3CCC(C(N)=O)CC3)c2)c(=O)n(-c2ccccc2)n1C,1.8,-8,3,15,20,1,-7,-15,2
Cc1ccc(N(C)S(=O)(=O)c2cccc(C(=O)Nc3nnc(C4CC4)s3)c2)cc1,0.2,-9,3,11,1,1,-1,-4,3
COc1cc([N+](=O)[O-])ccc1NC(=O)COC(=O)CCS(=O)(=O)c1ccc(C)cc1,-0.5,-6,1,13,12,4,-1,-13,0
COc1ccc(N(C(=O)c2cccc(OC)c2OC)C2C=CS(=O)(=O)C2)c(OC)c1 (stereo not drawn),0.1,1,2,-1,21,0,-6,4,10
O=C(COC(=O)CNS(=O)(=O)c1cccc(Br)c1)Nc1ccccc1Sc1ccccc1,6.0,11,-3,1,-5,0,10,-3,-7
CCN(C(=O)C1CCN(c2nc(-c3ccc(OC)cc3)no2)CC1)c1ccc(OC)cc1,-1.4,-4,6,-21,-7,13,28*,42*,-20
CC(=Nc1ccc(C)c(C)c1)C1=C(O)CCC1=O,-1.8,4,-1,4,19,1,-12,-2,-3
Clc1ccccc1Cc1noc(CN2CCN3CCCC3C2)n1 (stereo not drawn),-0.2,-4,-13,0,-4,1,7,3,-2
CCc1nc2ccccc2[nH]c1=O,-1.5,7,-1,-3,1,2,6,4,-9
Cc1ccc(N(CC(=O)NCC2CCCO2)S(=O)(=O)c2ccc(Cl)cc2)cc1C (stereo not drawn),-2.6,3,-3,2,-7,2,-7,-6,-1
CCCCn1c(N)c(N(Cc2ccccc2OC)C(=O)c2ccc(N3CCCC3=O)cc2)c(=O)[nH]c1=O,1.0,-6,0,8,2,1,9,-12,1
O=S1(=O)C=C(Sc2nnc(-c3ccccc3)o2)c2ccccc21,16,0,1,8,12,2,3,10,-6
CCOc1ccccc1NC(=O)CSc1nnc(-c2cnccn2)n1C,-2.3,-1,2,10,20,0,0,-4,8
CCOC(=O)C1CCCN(C(=O)c2cc3c(=O)n(C)c4ccccc4c3n2C)C1 (stereo not drawn),-5.2,-3,4,-6,-4,1,2,5,-6
CC1=C(Sc2nc3ccccc3[nH]2)C(=O)NC(C)(C)C1,-1.1,-5,-8,8,8,1,-11,-13,10
OCC[C@@H]1C[C@H](O)[C@@H](O)[C@@]2(Cc3ccccc3CCO2)O1,-1.3,2,2,20,9,1,7,-11,7
CCOC(=O)c1cnc2c(C)cc(C)cc2c1NCCCN1CCOCC1,-3.4,13,5,13,-10,0,1,-11,1
CC1CCN(C(=O)CC#N)CC1,-1.8,11,-1,12,0,0,17,-8,-6
COc1ccc(NC(=O)C2CCCN2S(=O)(=O)c2ccc3c(c2)CCC(=O)N3)c(OC)c1 (stereo not drawn),-4.0,-19,0,16,2,2,-3,-16,-4
CC(C)(C)N(NC(=O)OCc1ccccc1)C(=O)c1ccccc1,0.5,-12,-5,9,5,1,1,-13,-3
COc1ccc2[nH]cc(C(O)CN3CCN(c4ccccc4F)CC3)c2c1 (stereo not drawn),-0.6,1,1,2,-4,5,-2,-10,-3

As a short view, some entries already given.
Structure,CRFR2-BP ag,CHRM4 antagonist,M5 ag,M1 PAM,M4 PAM,CHRM4 agonist,M5 antag,M1 antag,CHRM5 PAM
CC(=Nc1ccc(C)c(C)c1)C1=C(O)CCC1=O,-1.8,4,-1,4,19,1,-12,-2,-3
Clc1ccccc1Cc1noc(CN2CCN3CCCC3C2)n1 (stereo not drawn),-0.2,-4,-13,0,-4,1,7,3,-2

Source: PubChem
